# Rac1 wt GTP bind – human Rac1 wildtype GTP binding, inhibitors and activators; P63000; GST-Rac1 beads, fluorescent GTP binding, flow cytometry; actives lie on both sides; 0 = cold GTP competed, 100 = untreated; GTP binding activity (% of control), % at 10 µM; hit rate 0.27% among 190,000; AID 757;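 active = GTP binding activity at least 20 points away from the 100% control level, either lower or higher; inconclusive = compound flagged as likely green fluorescent, judged across all proteins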
# Rac1 mut GTP – alters GTP binding to activated mutant human Rac1 | AID 764 | GST-Rac1 activated beads, fluorescent GTP binding, flow cytometry; actives lie on both sides; 100% means binding = to untreated wells | hit rate 0.11% among 190,000 | percent activity (GTP binding), % at 10 µM;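 active = GTP binding at least 20 percentage points away from the 100% baseline, in either direction, so actives lie on both sides; inconclusive = Compound likely fluorescent itself, or too few beads counted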
# Cdc42 wt GTP – changes GTP binding to wildtype human Cdc42; P60953; GST-Cdc42 beads, Bodipy-GTP binding, flow cytometry; actives lie on both sides; percent activity (GTP binding), % at 10 µM; hit rate 0.2% among 190,000;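 active = percent activity GTP binding at least 20 points away from the 100% baseline, either down as inhibitor or up as activator; inconclusive = compound flagged as likely green fluorescent from well-wide comparison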;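 also: median bead fluorescence of bound Bodipy-FL-GTP at 100 nM; 0% = excess unlabeled GTP control and 100% = no compound control; below 100% means less GTP binding so inhibitor and above means activator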
# Target sequence (P60953 whole entry, looked up): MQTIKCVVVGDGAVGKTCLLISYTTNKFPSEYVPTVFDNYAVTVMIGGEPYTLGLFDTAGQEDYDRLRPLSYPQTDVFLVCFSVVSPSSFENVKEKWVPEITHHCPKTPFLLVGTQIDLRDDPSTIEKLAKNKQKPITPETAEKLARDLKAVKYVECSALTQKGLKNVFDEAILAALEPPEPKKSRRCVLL
# Avidin fluor – compound fluoresces at 488/530 nm on avidin beads; fluorescence (KMESF) at 10 µM; hit rate 0.38% among 220,000; compound fluorescence 488/530 nm, flow cytometry; stronger effect = higher value; in the data active = fluorescence above about 47; also: inactives centre near 10
# Mcl1-Bid inh – disrupts binding of human Mcl-1 to Bid peptide. AID 1021. inhibition, % at 21.7 µM. TR-FRET Mcl-1/Bid-Dy647 peptide binding, 1536-well. Q07820. hit rate 0.97% among 220,000;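 active = compounds that cut the binding signal by more than half at the single screening dose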;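 also: His-tagged Mcl-1 with europium anti-His antibody binding Bid BH3 peptide; 0% = Mcl-1 plus peptide wells and 100% = peptide-only wells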
# Target sequence (Q07820 whole entry, looked up): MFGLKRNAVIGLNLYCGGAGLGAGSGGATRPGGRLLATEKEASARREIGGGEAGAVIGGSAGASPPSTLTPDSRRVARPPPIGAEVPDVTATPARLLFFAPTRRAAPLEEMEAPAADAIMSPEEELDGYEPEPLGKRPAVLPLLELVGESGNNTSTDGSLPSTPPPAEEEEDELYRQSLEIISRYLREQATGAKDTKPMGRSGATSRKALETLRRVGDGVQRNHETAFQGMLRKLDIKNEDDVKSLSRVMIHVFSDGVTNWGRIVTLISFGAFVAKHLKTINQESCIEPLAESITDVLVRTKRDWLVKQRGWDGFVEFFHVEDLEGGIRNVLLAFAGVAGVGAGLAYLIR
# Pf gametocyte – inhibitors of late stage P. falciparum gametocyte viability | P. falciparum stage V gametocytes, ATP luminescence, 24 h | inhibition, % at 10.9 µM | hit rate 0.065% among 150,000;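 active = inhibition above the mean plus 3 SD of compounds within the control limits, set per campaign, cut at about 38% in these data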;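 also: 0% = DMSO wells and 100% = medium only without gametocytes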
# Mcl-1 Bim block – human Bim-Mcl-1 interaction inhibition | Q07820 | hit rate 0.1% among 190,000 | Bead-based flow cytometry, Bim peptide-Mcl-1 binding | inhibition, % at 10 µM | AID 1009; in the data active = inhibition above about 40%;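 also: 0% = no compound tracer wells and 100% = peptide blocker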
# HRas wt GTP bind – modulators of GTP binding to human HRas wildtype; AID 759; GST-Ras wt beads, Bodipy-FL-GTP binding, flow cytometry; actives lie on both sides; hit rate 0.14% among 190,000; P01112; GTP binding activity, % at 10 µM;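 active = GTP binding activity at least 20% away from the 100% baseline, either lowered as inhibitor or raised as activator; inconclusive = flagged as likely green fluorescent, judged across all proteins in the well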;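 also: 0% = unlabeled GTP competition control and 100% = no-compound control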
# Target sequence (P01112 whole entry, looked up): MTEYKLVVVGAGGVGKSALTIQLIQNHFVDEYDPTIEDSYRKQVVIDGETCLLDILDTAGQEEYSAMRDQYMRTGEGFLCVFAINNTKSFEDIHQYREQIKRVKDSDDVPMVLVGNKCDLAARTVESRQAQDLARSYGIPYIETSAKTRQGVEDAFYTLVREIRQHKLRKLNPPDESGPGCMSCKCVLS
# Rab2A wt mod – changes GTP binding to wildtype dog Rab2A, up or down | GST-Rab2 wt beads, Bodipy-GTP binding, flow cytometry | GTP binding activity, % at 10 µM | hit rate 0.19% among 190,000 | AID 760;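 active = GTP binding activity at least 20 points away from 100%, either lowered or raised; inconclusive = signal likely due to the compound's own green fluorescence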;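 also: 0% = beads with excess unlabeled GTP and 100% = no-compound control corrected for plate trend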
# Rab7 wt modul – modulators of GTP binding to dog Rab7 wildtype GTPase | GST-Rab7 beads, fluorescent GTP binding, flow cytometry; actives lie on both sides; untreated = 100%, excess cold GTP = 0% | hit rate 0.055% among 190,000 | GTP binding activity (percent of control), % at 10 µM | AID 758;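 active = fluorescent GTP binding to Rab7 beads changed by at least 20 points from the 100% baseline, either direction, mostly lower; inconclusive = compound itself probably fluorescent, or too few beads counted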;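 also: median green fluorescence of bound Bodipy-FL-GTP per Rab7 bead population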
# Mcl1 Noxa PPI – Mcl-1/Noxa interaction inhibition | Q07820 | hit rate 1.5% among 220,000 | inhibition, % at 21.7 µM | TR-FRET Mcl-1/Noxa peptide binding, 2 h;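 active = compounds that cut the protein-peptide binding signal by more than 50% relative to plate controls in a single-dose test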;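 also: His-tagged Mcl-1 with rhodamine Noxa BH3 peptide and terbium anti-His antibody; 0% = Mcl-1 plus Noxa peptide wells and 100% = peptide-only wells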
# * marks the source's active call; other numbers are inactive results; ? = inconclusive; / = no result given.
SMILES	Mcl1-Bid inh	Rab7 wt modul	Rab2A wt mod	Mcl-1 Bim block	Rac1 mut GTP	Mcl1 Noxa PPI	Rac1 wt GTP bind	Avidin fluor	HRas wt GTP bind	Cdc42 wt GTP	Pf gametocyte
COc1cc(C2C(S(=O)(=O)c3ccccc3)CON2C)ccc1OCc1ccc(F)cc1 (centres undefined)	2	112	102	0	98	9	108	10	100	100	/
CC(C)CC(COCc1ccc(Cl)cc1)N1CCN(C(=O)c2ccc(Cl)cc2Cl)CCC1=O (centres undefined)	8	94	95	0	95	13	98	7	96	93	-34
Cc1ccccc1NCc1ccc(O)c2ncccc12	-44	98	101	0	96	-28	101	13	98	100	/
Cc1c(C#N)c(N=CN(C)C)c(C(=O)c2ccc(Br)cc2)n1-c1ccccc1	2	99	97	-1	102	-6	103	14	98	98	/
Cc1ccccc1NS(=O)(=O)c1ccc2c(c1)n(C)c(=O)n2C	5	98	96	2	97	15	103	9	97	98	2
Cc1ccc(N(CC(=O)N/N=C/c2ccc(OCC(N)=O)cc2)S(C)(=O)=O)cc1Cl	-22	102	95	0	93	13	96	10	94	94	5
O=C(Cc1c(Sc2ccccc2)c2ccccc2n1Cc1ccccc1)NCCO	33	100	98	-2	99	37	101	15	99	103	-2
Cn1ncc([N+](=O)[O-])c1C(=O)N/N=C/c1cccc([N+](=O)[O-])c1	-30	101	99	-2	95	2	97	11	98	96	25
CC(SC1=NCCS1)C(=O)Nc1nnc(-c2ccc(Br)cc2)s1 (centres undefined)	-2	101	98	3	97	5	101	7	101	98	/
N#Cc1c(Sc2ncc(C(F)(F)F)cc2Cl)nsc1C/C=N\OCc1ccccc1Br	-38	103	104	-2	98	-6	103	15	103	106	/
Nc1ncnc(N2CCc3ccccc32)c1[N+](=O)[O-]	-9	103	94	-2	94	-7	97	25	97	92	-11
CCOc1ccc(C(=O)/C=C/c2ccc(OC)c(OC)c2)cc1	-9	96	99	0	97	8	97	16	96	95	-4
COC(=O)C(CSCc1ccccc1)NC(=O)CSc1nc(C)cc(=O)[nH]1 (centres undefined)	0	103	98	0	97	0	99	9	99	99	-16
CC(=O)c1ccc(N2CCN(S(=O)(=O)c3cccc(S(=O)(=O)N4CCOCC4)c3)CC2)cc1	26	97	92	0	93	16	88	5	90	89	-2
COC(=O)[C@H]1C[C@@H]1[C@H](NS(=O)(=O)c1ccc2ccccc2c1)c1ccccc1	3	100	102	0	100	3	111	9	105	104	9
Cc1ccc(S(=O)(=O)N(C)C)cc1NC(=S)N1CCc2ccccc21	-43	102	98	1	97	4	100	9	98	98	-2
CSc1cccc(CNC(=O)CC2C(=O)NCCN2CC(C)(C)C)c1 (centres undefined)	-33	92	94	0	93	12	92	2	95	94	-1
Nc1ccccc1-c1nc2ccccc2s1	-13	94	95	0	95	10	98	10	96	96	-6
N/C(=N\OC(=O)c1ccccc1Cl)c1ccc(Cl)cc1	-23	99	100	-2	100	3	105	10	101	99	2
Cc1ccc(Nc2nc(N)nc(CN3CCN(C(=O)c4ccco4)CC3)n2)cc1Cl	-33	102	99	-6	99	3	105	12	100	100	-12
C=CCc1cc(/C=C2/NC(=O)N(CC(=O)OC)C2=O)cc(OC)c1O	-27	102	97	1	98	19	100	22	96	97	2
CC(C)(C)n1nnnc1C(c1ccc(C(F)(F)F)cc1)N(Cc1ccccc1)Cc1ccco1 (centres undefined)	-24	101	99	0	99	6	103	36	100	100	/
CCOC(=O)COc1ccsc1C(=O)OC	-31	102	101	-5	99	6	106	13	101	103	/
O=C(O)CC(C(=O)OC1CCCCC1)N1CCOCC1 (centres undefined)	-2	?	?	-3	?	6	?	14	?	?	/
COC(=O)c1cc2c(cc1N)OCCO2	-19	103	97	0	96	9	99	12	98	95	3
O=C(NC(=S)Nc1nc(-c2cccc([N+](=O)[O-])c2)cs1)c1cc(Cl)ccc1Cl	4	95	89	-2	90	20	88	5	90	87	-4
CCOC(=O)C(NC(=O)c1ccccc1)(N1CCOCC1)C(F)(F)F (centres undefined)	20	92	96	0	93	19	97	9	94	96	-2
Cc1cc(C(F)(F)F)c(C#N)c(SCC(=O)NC2CC2)n1	4	98	99	1	98	8	103	8	99	101	-14
COC(=O)c1ccc(CC(=O)c2c(C)cc(O)cc2O)o1	-54	98	97	1	98	32	95	10	100	96	/
Cc1ccc2c(c1)[nH]c1c(=O)n(CCC3=CCCCC3)cnc12	-9	95	94	6	92	18	93	9	93	96	/
Cc1cc(N2CCN(C)CC2)nc(N2CCOCC2)n1	-45	97	99	0	103	23	106	5	102	103	/
N#Cc1nc(-c2ccccc2Cl)oc1NCc1ccco1	-7	98	97	-2	97	23	98	12	97	99	/
COc1ccc(-n2nc3c(c2NC(=O)c2ccc(S(=O)(=O)N4CCOCC4)cc2)CS(=O)(=O)C3)cc1	-8	95	97	1	97	10	99	13	96	96	-46
O=C(Nc1ccc2c(c1)CCC2)c1c(F)cccc1Cl	7	100	99	0	98	6	100	8	100	97	11
O=C1CC(N2CCN(CCc3ccccn3)CC2)C(=O)N1c1ccc(Cl)cc1 (centres undefined)	-8	97	100	-1	99	-11	105	5	102	103	9
CCn1c(=O)c2ccccc2n2c(SCC(=O)N3CCc4ccccc4C3)nnc12	-4	101	100	0	99	-6	105	10	100	102	/
COc1ccccc1N1CCN(C(=O)COc2ccc(Cl)cc2Br)CC1	-4	100	96	-2	95	9	95	39	97	98	/
CN(C)CCCNC(=O)CCC1CCCCC1	-10	100	98	-5	99	-3	99	12	99	99	/
O=S(=O)(Nc1ccc(Cc2ccncc2)cc1)c1ccc(Cl)c(Cl)c1	7	104	100	-3	99	19	108	8	102	98	/
CCOC(=O)c1sc2ncnc(N3CCN(c4ccc(OC)cc4)CC3)c2c1C	-28	99	100	2	99	19	101	13	99	102	/

# An excerpt of these results, field by field:
Compound: C=CCc1cc(/C=C2/NC(=O)N(CC(=O)OC)C2=O)cc(OC)c1O
  Mcl1-Bid inh: -27	Rab7 wt modul: 102	Rab2A wt mod: 97	Mcl-1 Bim block: 1	Rac1 mut GTP: 98	Mcl1 Noxa PPI: 19	Rac1 wt GTP bind: 100	Avidin fluor: 22	HRas wt GTP bind: 96	Cdc42 wt GTP: 97	Pf gametocyte: 2
Compound: CCOC(=O)c1sc2ncnc(N3CCN(c4ccc(OC)cc4)CC3)c2c1C
  Mcl1-Bid inh: -28	Rab7 wt modul: 99	Rab2A wt mod: 100	Mcl-1 Bim block: 2	Rac1 mut GTP: 99	Mcl1 Noxa PPI: 19	Rac1 wt GTP bind: 101	Avidin fluor: 13	HRas wt GTP bind: 99	Cdc42 wt GTP: 102	Pf gametocyte: /
Compound: COC(=O)c1cc2c(cc1N)OCCO2
  Mcl1-Bid inh: -19	Rab7 wt modul: 103	Rab2A wt mod: 97	Mcl-1 Bim block: 0	Rac1 mut GTP: 96	Mcl1 Noxa PPI: 9	Rac1 wt GTP bind: 99	Avidin fluor: 12	HRas wt GTP bind: 98	Cdc42 wt GTP: 95	Pf gametocyte: 3

# Further results
SMILES	Mcl1-Bid inh	Rab7 wt modul	Rab2A wt mod	Mcl-1 Bim block	Rac1 mut GTP	Mcl1 Noxa PPI	Rac1 wt GTP bind	Avidin fluor	HRas wt GTP bind	Cdc42 wt GTP	Pf gametocyte
CCOC(=O)N1CCN(C(c2ccccc2)c2sc3nc(C)nn3c2O)CC1 (centres undefined)	-14	96	98	-2	97	-9	99	6	99	97	-13
Cc1ccccc1-n1c(SCC(=O)N2CCCC2)nnc1-c1ccccn1	-5	101	101	4	98	-2	105	35	100	101	-16
CC(/C=C/c1ccccc1)=N\Nc1nc(C)cc(C)n1	-3	93	96	-1	99	10	100	6	96	100	/
CC(=O)CSc1nnc2cc(C)c3ccccc3n12	-3	102	96	-1	95	-19	100	22	100	96	8
O=C(O)c1cccc(NC(=S)NC(=O)c2ccc(-c3ccccc3)cc2)c1	-21	94	92	0	92	15	96	25	93	91	8
Cc1cccc(N2CCN(c3nc4ccccc4n4cnnc34)CC2)c1C	-9	100	100	2	98	12	105	8	102	101	/
COc1ccc(N2CCN(C(=O)CCCCn3c(=O)[nH]c4ccsc4c3=O)CC2)cc1	-37	104	97	-27	96	-12	100	25	98	88	-6
N/C(=N\OC(=O)/C=C/c1ccccc1)c1ccccc1	-28	98	96	-1	99	7	105	11	99	101	/
Cc1ccc(Nc2nc(N)c(C#N)c(CC#N)c2C#N)cc1	-23	?	?	1	?	13	?	10	?	?	2
CCC(=O)Nc1cc(-c2nn(C)c(=O)c3ccccc23)ccc1OC	-10	97	99	3	98	13	101	7	100	99	-7
Nc1nnc(Cc2c[nH]c3ccccc23)s1	-31	99	98	-3	97	13	97	7	99	97	-9
O=C(NCc1ccc(Cl)cc1)c1cccnc1	3	101	103	-2	100	10	106	9	103	107	4
O=C(Cn1c(=O)n(Cc2ccco2)c(=O)c2c3c(sc21)CCCCC3)Nc1ccccc1	-17	98	94	0	92	41	92	32	97	95	23
Cc1cnc(N)c2c(=O)oc3ccccc3c12	3	95	94	0	95	24	101	8	97	96	/
O=C(NCCCc1ccccc1)c1cnc2n(c1=O)CCS2	0	94	95	-1	94	-9	99	11	94	98	4
CC(C)OC(=O)CCCCCN1C(=O)CSC1=S	-20	?	?	-3	?	24	?	11	?	?	/

# Compound profiles, from the list above.
# O=C(O)c1cccc(NC(=S)NC(=O)c2ccc(-c3ccccc3)cc2)c1 as listed: Mcl1-Bid inh = -21; Rab7 wt modul = 94; Rab2A wt mod = 92; Mcl-1 Bim block = 0; Rac1 mut GTP = 92; Mcl1 Noxa PPI = 15; Rac1 wt GTP bind = 96; Avidin fluor = 25; HRas wt GTP bind = 93; Cdc42 wt GTP = 91; Pf gametocyte = 8
# CC(/C=C/c1ccccc1)=N\Nc1nc(C)cc(C)n1 as listed: Mcl1-Bid inh = -3; Rab7 wt modul = 93; Rab2A wt mod = 96; Mcl-1 Bim block = -1; Rac1 mut GTP = 99; Mcl1 Noxa PPI = 10; Rac1 wt GTP bind = 100; Avidin fluor = 6; HRas wt GTP bind = 96; Cdc42 wt GTP = 100; Pf gametocyte = /

# Screening data (PubChem)
